CHOP UPR activ: activators of apoptotic arm of unfolded protein response (CHOP); CHO-CHOP luciferase reporter, UPR activation, luminescence; percent of tunicamycin response over DMSO baseline; AID 449763; activation, % at 10 µM; 0.34% of 330,000 active;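 active = at 10 µM dose, activation of 40% or more, normalized to positive control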;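 also: 100% = tunicamycin at 10 µg/mL and 0% = DMSO alone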
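Dosing – one dose, 10 µM in 0.5% DMSO · System – CHO-CHOP cells, stable luciferase reporter of PERK-eIF2a-CHOP signalling · Input – 500 cells/well · Control set – tunicamycin 10 µg/mL final as positive, DMSO-only wells as negative · Timing – 6 h compound treatment, 37 °C · Measure – % activation vs tunicamycin · Technique – luminescence read with Steady-Glo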
697 NFkB inh: lowers PMA/ionomycin-induced NF-kB signal in 697 B cells | 697 B-cell NF-kB luciferase reporter, 16 h | inhibition, % at 4 µM | 0.33% of 330,000 active | AID 435022; in the data active = inhibition above about 35%
tim10-1 inh: growth inhibitors of tim10-1 mutant yeast | S. cerevisiae tim10-1 ts strain growth, BacTiter-Glo, 24 h | inhibition, % at 20 µM | 2.2% of 330,000 active;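 active = inhibition of at least 40%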;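 also: mutant grown at 25 °C; 0% = DMSO wells with yeast and 100% = wells holding no yeast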
TIM10 inh: growth inhibitors of TIM10 yeast strain. S. cerevisiae TIM10 strain growth, BacTiter-Glo luminescence, 24 h. inhibition, % at 10 µM. 1.4% of 330,000 active. AID 463195;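 active = inhibition of 40% or more at the single tested concentration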;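 also: wild-type TIM10 isogenic control strain grown at permissive 25 °C; 0% = DMSO yeast wells and 100% = minimal medium wells without yeast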
Jurkat NFkB inh: lowers PMA/ionomycin-induced NF-kB signal in Jurkat cells; PMA/ionomycin-induced NF-kB luciferase reporter, luminescence; inhibition, % at 4 µM; 0.53% of 330,000 active; in the data active = inhibition above about 50%
XBP1 UPR activ: activators of adaptive arm of unfolded protein response (XBP1) | 0.33% of 330,000 active | AID 463104 | activation, % at 20 µM | CHO-XBP1 luciferase reporter, IRE1-XBP1 UPR activation, luminescence; percent of tunicamycin response, DMSO as zero;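 active = versus positive control, 20 µM dose yields 30% or more activation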;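 also: 100% = tunicamycin at 10 µg/mL and 0% = DMSO only wells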
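Material: CHO cell line with stable XBP1 luciferase reporter; schedule: 16-18 h cell attachment at 37 °C, then 6 h compound exposure; signal: glow luminescence from Steady-Glo reagent; medium: serum-containing F12 medium, 10% FBS; benchmarks: tunicamycin 10 µg/mL and vehicle-only wells; read-out: percent activation relative to tunicamycin reference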
Mdm2 MdmX PPI: human Mdm2/MdmX binding inhibition; 3% of 330,000 active; SaOS-2 split-luciferase Mdm2/MdmX complementation, luminescence; inhibition, % at 8 µM; AID 485346;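 active = inhibition of at least 50% at 8 µM in the primary screen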
Target sequence (O15151 whole entry, looked up): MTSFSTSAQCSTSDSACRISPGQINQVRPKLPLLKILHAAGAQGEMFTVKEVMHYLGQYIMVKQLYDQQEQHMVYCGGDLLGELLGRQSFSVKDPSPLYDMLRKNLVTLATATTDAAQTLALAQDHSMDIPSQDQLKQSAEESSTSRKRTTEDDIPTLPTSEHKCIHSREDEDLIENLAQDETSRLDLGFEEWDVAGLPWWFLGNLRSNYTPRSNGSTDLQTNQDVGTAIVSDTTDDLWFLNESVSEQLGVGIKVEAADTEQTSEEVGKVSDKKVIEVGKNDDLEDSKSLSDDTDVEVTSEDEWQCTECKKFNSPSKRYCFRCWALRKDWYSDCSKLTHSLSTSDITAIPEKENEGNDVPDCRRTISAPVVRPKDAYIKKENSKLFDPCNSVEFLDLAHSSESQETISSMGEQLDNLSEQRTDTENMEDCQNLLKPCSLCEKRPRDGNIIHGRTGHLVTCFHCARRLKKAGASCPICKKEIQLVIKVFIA
Target sequence (Q00987 whole entry, looked up): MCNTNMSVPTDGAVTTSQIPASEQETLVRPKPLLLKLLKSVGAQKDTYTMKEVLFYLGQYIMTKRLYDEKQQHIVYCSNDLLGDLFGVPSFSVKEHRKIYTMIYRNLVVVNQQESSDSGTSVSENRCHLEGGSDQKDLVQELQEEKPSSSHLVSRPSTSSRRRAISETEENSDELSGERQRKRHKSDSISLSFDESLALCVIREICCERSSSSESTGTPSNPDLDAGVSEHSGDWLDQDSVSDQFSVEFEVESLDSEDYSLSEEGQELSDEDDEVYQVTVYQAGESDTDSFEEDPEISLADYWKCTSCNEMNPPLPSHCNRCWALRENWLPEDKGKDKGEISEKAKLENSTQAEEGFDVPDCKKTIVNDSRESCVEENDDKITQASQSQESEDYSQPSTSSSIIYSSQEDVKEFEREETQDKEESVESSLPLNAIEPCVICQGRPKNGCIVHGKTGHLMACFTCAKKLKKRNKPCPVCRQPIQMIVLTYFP
tim23-1 inh: growth inhibitors of tim23-1 mutant yeast; S. cerevisiae tim23-1 growth, BacTiter-Glo luminescence, 24 h; 1.3% of 330,000 active; inhibition, % at 20 µM;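 active = growth inhibition of the mutant yeast at or above 50%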;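 also: temperature-sensitive mutant grown at 25 °C; plate controls were DMSO-treated mutant yeast for no effect and medium wells lacking yeast for full effect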
* hit, by the source's call.

SMILES | CHOP UPR activ | 697 NFkB inh | tim10-1 inh | TIM10 inh | Jurkat NFkB inh | XBP1 UPR activ | Mdm2 MdmX PPI | tim23-1 inh
CC1CCCCC1NC(=O)NC(=O)COC(=O)c1nccnc1N (stereo unspecified) | 0.0 | 0 | 8 | -6 | -4 | -1 | 32 | 18
O=S(=O)(c1ccc(-c2cc(C(F)(F)F)on2)s1)N1CCCC1 | 4.3 | -18 | 6 | 14 | -3 | 1 | -39 | 22
[O-]/C(=C(\C(=S)NCCN1CCOCC1)[n+]1ccccc1)c1ccc(Cl)s1 | 0.7 | 22 | -6 | 6 | 12 | 3 | -9 | 5
CCN(CC)C(=O)CSC1c2ccccc2C(=O)N1c1ccccc1 (stereo unspecified) | 1.5 | 19 | 27 | 2 | 0 | 1 | 7 | 13
O=C(COc1ccccc1)Nc1sc2c(c1C(=O)NCc1cccnc1)CCCC2 | 5.0 | -8 | 3 | -8 | -23 | 1 | -15 | -19
Cc1ccc(CNC(=O)C2CCN(S(=O)(=O)N3CCCC3)CC2)cc1 | 0.8 | 12 | 8 | -1 | 16 | -4 | 24 | -7
Clc1ccccc1Nc1nnc(-c2ccncc2)s1 | -4.3 | -136 | 40* | 30 | -75 | -3 | -66 | 42
Cc1cccc(NC(=O)N2CCCCCC2)c1C | 0.6 | -28 | -7 | 6 | 6 | -1 | 23 | 12
CCC(NC(=S)NCc1ccc(F)cc1)c1ccc(C(C)C)cc1 (stereo unspecified) | 0.4 | -13 | 32 | 24 | 3 | -3 | 76* | 30
CCc1nn(CC(=O)NCCCN2CCc3ccccc3C2)c(=O)c2cc3sccc3n12 | 0.6 | 3 | 4 | 0 | -2 | 4 | 13 | -2
O=C(CSc1nnc(NC(=O)c2ccccc2)s1)NCC1CCCO1 (stereo unspecified) | -0.1 | -45 | 3 | -5 | -17 | -4 | -8 | -6
Cc1ccc(OCc2cc(C(=O)N(C)Cc3cnn(-c4ccccc4C)c3)no2)cn1 | 2.5 | -30 | 27 | 15 | -8 | 0 | 9 | 19
COc1ccc(-c2cc(C(=O)Nc3cccnc3)c3ccccc3n2)cc1OC | 1.3 | 6 | 16 | 4 | 16 | 0 | 24 | 14
O=C(O)c1ccccc1-c1cc2ccccc2[nH]1 | -1.7 | 3 | -21 | -11 | 7 | -1 | 7 | -3
COc1cccc(C(=O)OCC(=O)NC23CC4CC(CC(C4)C2)C3)c1 | 0.7 | 33 | 13 | 19 | 8 | -1 | 18 | 45
COCc1ccc([C@@H]2C[C@H]3CN(Cc4cccnc4)C(=O)[C@]34CCCN24)o1 | -0.3 | 10 | -11 | -4 | 12 | 0 | 30 | 16
COc1ccc(NS(=O)(=O)c2cccc(C(=O)NNC(=O)CN3C(=O)NC(C)(C)C3=O)c2)cc1 | -0.2 | 20 | -8 | 0 | 10 | -4 | 1 | -11
COc1ccc(C)cc1NC(=O)Cn1c(=O)oc2ccccc21 | 2.4 | -36 | -17 | 8 | 3 | -1 | 13 | 3
O=S(=O)(Nc1ncnc2sc3c(c12)CCC3)c1ccc2ccccc2c1 | -3.1 | -4 | 31 | 5 | 3 | 2 | -5 | 32
Cc1ccc(C)c(C(=O)CCC(=O)Nc2ccc(N3CCN(C)CC3)cc2C)c1 | 0.1 | 5 | 1 | -2 | -10 | -1 | -1 | 4
Cc1cccc(-c2n[nH]c(=S)n2C)c1 | 0.4 | 4 | 21 | -1 | -3 | 1 | -32 | 17
Clc1ccc(CNC2CCCC2)cc1 | -1.3 | 19 | 2 | 4 | 13 | -1 | 18 | 0
COc1cccc(C(=O)C2CCCN(CC3=Cc4cc(OC)ccc4OC3)C2)c1 (stereo unspecified) | -0.1 | 8 | 24 | 29 | 5 | -4 | -3 | 26
Cc1ccc(OCCN2CCN(CC(O)Cn3c4ccccc4c4ccccc43)CC2)cc1 (stereo unspecified) | 2.2 | 0 | 37 | 38 | 7 | 6 | 85* | 20
O=C(Nc1ccc(-c2nc3ccccc3o2)cc1)C1CCCO1 (stereo unspecified) | 2.1 | -124 | 22 | 25 | -180 | -5 | -138 | 43

Some of the entries so far, in markdown:
| structure | CHOP UPR activ | 697 NFkB inh | tim10-1 inh | TIM10 inh | Jurkat NFkB inh | XBP1 UPR activ | Mdm2 MdmX PPI | tim23-1 inh |
| --- | --- | --- | --- | --- | --- | --- | --- | --- |
| CC1CCCCC1NC(=O)NC(=O)COC(=O)c1nccnc1N (stereo unspecified) | 0.0 | 0 | 8 | -6 | -4 | -1 | 32 | 18 |
| O=S(=O)(c1ccc(-c2cc(C(F)(F)F)on2)s1)N1CCCC1 | 4.3 | -18 | 6 | 14 | -3 | 1 | -39 | 22 |
| [O-]/C(=C(\C(=S)NCCN1CCOCC1)[n+]1ccccc1)c1ccc(Cl)s1 | 0.7 | 22 | -6 | 6 | 12 | 3 | -9 | 5 |
| CCN(CC)C(=O)CSC1c2ccccc2C(=O)N1c1ccccc1 (stereo unspecified) | 1.5 | 19 | 27 | 2 | 0 | 1 | 7 | 13 |
| O=C(COc1ccccc1)Nc1sc2c(c1C(=O)NCc1cccnc1)CCCC2 | 5.0 | -8 | 3 | -8 | -23 | 1 | -15 | -19 |
| Cc1ccc(CNC(=O)C2CCN(S(=O)(=O)N3CCCC3)CC2)cc1 | 0.8 | 12 | 8 | -1 | 16 | -4 | 24 | -7 |
| Clc1ccccc1Nc1nnc(-c2ccncc2)s1 | -4.3 | -136 | 40* | 30 | -75 | -3 | -66 | 42 |
| Cc1cccc(NC(=O)N2CCCCCC2)c1C | 0.6 | -28 | -7 | 6 | 6 | -1 | 23 | 12 |
| CCC(NC(=S)NCc1ccc(F)cc1)c1ccc(C(C)C)cc1 (stereo unspecified) | 0.4 | -13 | 32 | 24 | 3 | -3 | 76* | 30 |
| CCc1nn(CC(=O)NCCCN2CCc3ccccc3C2)c(=O)c2cc3sccc3n12 | 0.6 | 3 | 4 | 0 | -2 | 4 | 13 | -2 |
| O=C(CSc1nnc(NC(=O)c2ccccc2)s1)NCC1CCCO1 (stereo unspecified) | -0.1 | -45 | 3 | -5 | -17 | -4 | -8 | -6 |
| Cc1ccc(OCc2cc(C(=O)N(C)Cc3cnn(-c4ccccc4C)c3)no2)cn1 | 2.5 | -30 | 27 | 15 | -8 | 0 | 9 | 19 |
| COc1ccc(-c2cc(C(=O)Nc3cccnc3)c3ccccc3n2)cc1OC | 1.3 | 6 | 16 | 4 | 16 | 0 | 24 | 14 |
| O=C(O)c1ccccc1-c1cc2ccccc2[nH]1 | -1.7 | 3 | -21 | -11 | 7 | -1 | 7 | -3 |
| COc1cccc(C(=O)OCC(=O)NC23CC4CC(CC(C4)C2)C3)c1 | 0.7 | 33 | 13 | 19 | 8 | -1 | 18 | 45 |

Going on with the list:
SMILES | CHOP UPR activ | 697 NFkB inh | tim10-1 inh | TIM10 inh | Jurkat NFkB inh | XBP1 UPR activ | Mdm2 MdmX PPI | tim23-1 inh
Cc1ccc2[nH]c(C(=O)N3CCN(C=O)CC3)cc2c1 | 4.3 | -5 | -5 | -4 | -5 | 4 | 12 | 1
O=C(CSc1nc2ccccc2o1)N/N=C/c1ccco1 | 1.1 | -37 | 19 | -6 | -36 | -2 | -16 | -10
CN(Cc1ccc(Br)cc1)CC(O)COc1cccc(Br)c1 (stereo unspecified) | 0.9 | 10 | -113 | -63 | 4 | 3 | 24 | -52
COc1ccc(C(C)=O)cc1CSc1nc2nc(C)cc(C)n2n1 | -1.4 | 0 | 15 | 11 | 5 | 4 | -8 | 11
CCCNc1nc2nc3ccccn3c(=O)c2cc1C(=O)NCCN1CCOCC1 | -2.3 | 22 | -51 | 0 | 3 | -3 | -9 | -62
Cc1c(C(=O)N/N=C/c2cccnc2)sc(N)c1C#N | -2.5 | -63 | -17 | 13 | 14 | -6 | 17 | -10
O=C(O)c1cc(=O)c2c(Cl)cc(Cl)cc2[nH]1 | 0.6 | 1 | -24 | 1 | 5 | -7 | -10 | 4
O=C(O)c1ccccc1C(=O)Nc1ccccc1 | -0.5 | 2 | 4 | -11 | -3 | 0 | 1 | -2
Cc1ccc2c(c1)N(Cc1cccc(C#N)c1)C=NS2(=O)=O | -1.1 | -3 | -3 | -2 | -1 | -6 | 11 | 1
COc1cc(NS(=O)(=O)c2ccc(NC(=O)CCC(=O)O)cc2)nc(OC)n1 | 0.3 | 10 | -10 | 7 | 9 | 0 | -18 | 14
O=C(/C=C/c1ccccc1)CC(O)(c1ccccc1)C(F)(F)F (stereo unspecified) | 0.1 | -11 | 45* | 27 | 5 | 2 | 31 | 31
COc1cc(C(=O)N2CCN(Cc3ccccn3)CC2)cc(OC)c1OC | -1.9 | 1 | -2 | 14 | -3 | -2 | -8 | 7
CCN1CCN(c2ccc(S(=O)(=O)N3CCOCC3)cc2NC(=O)c2ccc(C)cc2C)CC1 | 3.1 | 7 | -17 | -13 | 1 | 0 | 17 | -22
Cc1cc(=O)[nH]c(-n2ncc(C#N)c2N)n1 | -1.5 | 21 | -5 | 10 | 3 | -3 | 24 | 8
O=C1CC(C(=O)Nc2ccccc2)S/C(=N\N=C\c2ccco2)N1 (stereo unspecified) | 4.0 | 8 | 7 | -2 | 9 | 0 | -9 | -14
Cc1cc2ccccn2c1C(=O)c1ccc(Cl)cc1 | 1.5 | 10 | 8 | -1 | -4 | 4 | 9 | 23
CCCCN(C(=O)Oc1ccccc1)C1CCS(=O)(=O)C1 (stereo unspecified) | -0.8 | -17 | -2 | -3 | -5 | -2 | 17 | 15
CCN(CC)CC(O)Cn1c2ccccc2c2ccccc21 (stereo unspecified) | 0.3 | 8 | -2 | 6 | 4 | -1 | -31 | -3
CCCC(O)(CCN(C)C)c1ccc(OC)cc1 (stereo unspecified) | -1.8 | -5 | 9 | 1 | -8 | -2 | 5 | -5
COc1ccc(C2Nc3ccccc3C(=O)N2NS(C)(=O)=O)c(OC)c1 (stereo unspecified) | -0.4 | 20 | 14 | -6 | -17 | -1 | 16 | 12
O=c1oc2ccccc2c(NCc2cccc(F)c2)c1[N+](=O)[O-] | -1.3 | 19 | 28 | 30 | -1 | 1 | 19 | 25
CC(=O)Nc1cccc(C(=O)OCC(=O)c2ccccc2Cl)c1 | 4.7 | -60 | 19 | -17 | -61 | 0 | -17 | 25
Cc1ccc(C(=O)NNS(=O)(=O)c2ccccc2[N+](=O)[O-])cc1 | 1.4 | 10 | 14 | 10 | -7 | -4 | 4 | -1
COc1ccc(Cl)cc1NC(=O)COC(=O)c1cc(C)oc1C | -0.6 | -7 | 3 | 9 | -5 | -2 | -2 | 8
O=C(O)C1[C@H]2C(=O)N(Cc3cccs3)C[C@]23C=C[C@H]1O3 (stereo partly specified) | -3.2 | 20 | 10 | -1 | 10 | -3 | 18 | 3
CCOc1ccc(N)cc1OC | 0.1 | 10 | 5 | 15 | 3 | -1 | -4 | 11
CC(NC(=O)COc1ccccc1)C(=O)OCC(=O)c1cc2ccccc2o1 (stereo unspecified) | 1.6 | -9 | 12 | 2 | -12 | 2 | 6 | 13
CN1C(=O)C(CC(N)=O)N(NC(=O)c2ccc(Cl)cc2)C1=S (stereo unspecified) | -1.1 | 3 | 17 | 1 | -1 | 0 | 12 | 9
Cn1cccc1CC(=O)N/N=C/C=C/c1ccccc1 | 3.4 | -28 | 19 | 9 | -18 | 0 | -14 | 9
CCOC(=O)C1(Cc2ccccc2C)CCCN(C(=O)COC)C1 (stereo unspecified) | 4.6 | -42 | 11 | -3 | -6 | 1 | -8 | 8
